EBNA-1 inhibitor: blocks EBNA-1 binding to DNA. AID 1950. inhibition, % at 14.8 µM. hit rate 0.34% among 300,000. EBNA-1 DNA binding, fluorescence polarization; in the data active = inhibition above about 28%
Yeast superoxide: lowers age-related superoxide in aged yeast cells | superoxide response (% of plate mean), % at 10 µM | hit rate 0.18% among 330,000 | AID 2690 | S. cerevisiae aged cells, superoxide DHE fluorescence; active compounds read low;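 active = superoxide response under a set limit, about three screen SD below normal, cut at about 65% in these data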;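 note: yeast aged for seven days with compound at 30 °C before DHE staining; 100% = average MFI of all compound-treated wells on the plate with controls excluded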
Fh CTSL1 inh: blocks F. hepatica cathepsin L1 in PFM18AAP counter-screen; recombinant F. hepatica cathepsin L1, Z-Leu-Arg-MCA fluorescence; inhibition, % at 5.96 µM; hit rate 0.49% among 300,000; AID 1906;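 active = inhibition above the mean of all tested compounds plus 3 SD, set per screening campaign, cut at about 17% in these data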;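 note: 0% = plate median of test compound wells and 100% = 1 µM Z-Phe-Ala-diazomethylketone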
HCV core dimer: blocks dimerization of HCV core protein; hit rate 0.33% among 300,000; inhibition, % at 5 µM; TR-FRET GST/Flag-core106 dimerization, 1536-well; AID 1899;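 active = inhibition above the mean of all tested compounds plus 3 SD, set per screening campaign, cut at about 45% in these data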
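Material: GST/Flag-tagged HCV core106 proteins. Incubation: 4 h, 22.5 °C incubation. Read-out basis: inhibition (%) from 671 over 617 nm ratio. Measured by: TR-FRET, excitation 340 nm, emission 617 and 671 nm.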
TPT1 inh: inhibitors of Candida albicans tRNA 2'-phosphotransferase TPT1. inhibition, % at 5 µM. recombinant caTPT1, FP RNA substrate dephosphorylation. AID 1962. hit rate 0.81% among 300,000;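 active = inhibition above the mean of all tested compounds plus 3 SD, set per screening campaign, cut at about 24% in these data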;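 note: plate controls were DMSO alone for no effect and ferristatin control at 100 nM for full effect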
JMJD2C inh: inhibitors of human GASC-1 (JMJD2C) demethylase. hit rate 0.069% among 330,000. Q9H3R0. GST-JMJD2C(1-420) H3K9me3 demethylation, DELFIA europium. AID 2099. inhibition, % at 2.35 µM;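 active = more than half of a compound's replicate wells show inhibition beyond 50%, single wells judged on their own value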;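 note: signal counts dimethyl H3K9 product captured on neutravidin plate; 0% = median of DMSO wells and 100% = 0.3 times that DMSO median; strong numbers were not always called active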
ZTA DNA inh: blocks Epstein-Barr virus ZTA, an EBNA-1 counter-screen | P03206 | ZTA-DNA binding, fluorescence polarization | inhibition, % at 11 µM | hit rate 0.15% among 320,000 | AID 2234; in the data active = inhibition above about 33%
Target sequence (P03206 whole entry, looked up): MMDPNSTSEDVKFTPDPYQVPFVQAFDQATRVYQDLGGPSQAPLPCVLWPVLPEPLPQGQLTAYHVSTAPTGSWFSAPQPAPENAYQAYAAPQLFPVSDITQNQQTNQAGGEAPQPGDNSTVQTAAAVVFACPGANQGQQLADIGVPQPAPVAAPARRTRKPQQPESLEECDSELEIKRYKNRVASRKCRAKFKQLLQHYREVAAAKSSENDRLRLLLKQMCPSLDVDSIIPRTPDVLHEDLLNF
PP5 inh: inhibitors of human protein phosphatase 5 (PP5). P53041. purified PP5c, OMFP substrate fluorescence. inhibition, % at 6.7 µM. hit rate 0.18% among 320,000;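 active = inhibition above the campaign's mean inhibition across all tested compounds plus 3 SD, cut at about 9.5% in these data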;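 note: 0% = DMSO only and 100% = 100 µM cantharidin control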
PP1 counter: counter-screen for PP5 inhibitors: inhibitors of human PP1-alpha. AID 2235. hit rate 0.9% among 320,000. inhibition, % at 6.7 µM. purified PP1alpha, OMFP fluorescence;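 active = inhibition above the mean inhibition of all tested compounds plus 3 SD, computed separately for each screening campaign, cut at about 15% in these data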
Target sequence (P62136 whole entry, looked up): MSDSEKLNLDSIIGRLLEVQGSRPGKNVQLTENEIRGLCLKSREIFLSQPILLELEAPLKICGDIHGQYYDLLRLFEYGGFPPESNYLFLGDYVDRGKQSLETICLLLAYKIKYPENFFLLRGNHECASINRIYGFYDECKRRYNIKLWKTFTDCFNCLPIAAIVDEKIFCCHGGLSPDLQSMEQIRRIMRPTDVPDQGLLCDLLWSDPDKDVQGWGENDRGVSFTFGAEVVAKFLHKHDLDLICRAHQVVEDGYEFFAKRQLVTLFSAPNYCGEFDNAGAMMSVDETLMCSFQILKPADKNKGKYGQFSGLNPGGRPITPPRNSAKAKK
Active calls of the source: *; . = no result given.

item	SMILES	EBNA-1 inhibitor	Yeast superoxide	Fh CTSL1 inh	HCV core dimer	TPT1 inh	JMJD2C inh	ZTA DNA inh	PP5 inh	PP1 counter
1	CCOC(=O)CNC(=O)C(NC(=O)C1CCC(C)CC1)C(C)CC (stereo not drawn)	-7	93	2	2	-1	13	1	-0.7	-2
2	O=C1CC(N2CCCCC2)C(=O)N1c1ccccc1 (stereo not drawn)	4	90	3	2	-1	12	14	-3.0	-3
3	CCNC(=O)CC1C(=O)N(CC)C(=S)N1NC(=O)c1ccccc1 (stereo not drawn)	7	91	-4	-2	-1	16	6	-0.7	-3
4	O=C(CCN1C(=O)C2C3CCC(C3)C2C1=O)Nc1ccc([N+](=O)[O-])cc1 (stereo not drawn)	-1	118	-5	-9	2	-6	-2	2.2	5
5	COc1ccc2[nH]c(C(=O)N3CCN(Cc4ccccc4)CC3)cc2c1OC	2	109	-2	9	0	4	-2	-1.3	-4
6	Cc1cccc(N2CCN(C(=O)c3cnn4c(C(F)F)cc(-c5ccccc5)nc34)CC2)c1C	-4	109	2	3	3	9	-3	2.0	-2
7	CCCC(=O)Nc1ccc(NC(=O)c2ccccc2Cl)nc1	0	87	-5	-5	-1	-48	-14	-1.0	0
8	COC(=O)c1sc(-c2ccccc2)cc1NC(=O)c1ccccc1	-4	97	-3	-12	1	-8	-7	-0.7	0
9	Cc1nc(N(C)C)ncc1C(=O)O	-4	96	-3	-2	-1	1	-5	3.5	-2
10	Cc1cc(C(=O)NCC(c2ccco2)N(C)C)no1 (stereo not drawn)	6	104	-1	-2	3	1	7	-0.1	-5
11	COc1ncccc1C(=O)N1CCCC(C(=O)c2cccc(OC(C)C)c2)C1 (stereo not drawn)	0	94	-1	0	3	18	17	1.0	-1
12	Nc1nc2nonc2nc1N	-3	91	-2	2	-4	-10	9	1.2	0
13	Cc1ccc(S(=O)(=O)N2c3ccccc3NC(=O)C2CC(=O)Nc2ccccc2)cc1 (stereo not drawn)	-14	101	-2	6	-2	8	-7	1.1	-2
14	CC(C)[C@H](NC(=O)NCc1ccco1)C(=O)O	11	91	0	-4	-2	1	13	-0.2	2
15	COc1ccc(CNS(=O)(=O)c2ccc3c(c2)N(C)CCO3)cc1	14	94	-3	-1	-1	-5	-5	-0.2	2
16	Cc1ccc(OCC(=O)N/N=C/c2cccnc2)cc1C	0	118	-4	-2	-2	7	6	-1.1	-1
17	O=c1[nH]cc(S(=O)(=O)N2CCN(c3cccc(Cl)c3)CC2)c(=O)[nH]1	-8	102	-1	3	2	-9	7	3.6	3
18	O=S(=O)(Nc1ccccc1N1CCCCC1)c1ccc(Cl)s1	-11	87	1	-2	1	8	-16	0.2	-1
19	CCC(=O)Nc1nc2ccccc2n1Cc1ccc(Cl)cc1	-2	106	1	0	-2	-2	1	2.3	1
20	CCc1nnc(NC(=O)CCC(=O)NC2CCCC2)s1	-17	94	2	-12	-3	11	-20	3.1	1

An excerpt from above in order of SMILES length, rising:
item	SMILES	EBNA-1 inhibitor	Yeast superoxide	Fh CTSL1 inh	HCV core dimer	TPT1 inh	JMJD2C inh	ZTA DNA inh	PP5 inh	PP1 counter
20	CCc1nnc(NC(=O)CCC(=O)NC2CCCC2)s1	-17	94	2	-12	-3	11	-20	3.1	1
11	COc1ncccc1C(=O)N1CCCC(C(=O)c2cccc(OC(C)C)c2)C1 (stereo not drawn)	0	94	-1	0	3	18	17	1.0	-1
17	O=c1[nH]cc(S(=O)(=O)N2CCN(c3cccc(Cl)c3)CC2)c(=O)[nH]1	-8	102	-1	3	2	-9	7	3.6	3

Taken from above.
`CCc1nnc(NC(=O)CCC(=O)NC2CCCC2)s1` in Fh CTSL1 inh is entered as 2
`Cc1ccc(OCC(=O)N/N=C/c2cccnc2)cc1C` in ZTA DNA inh is entered as 6

(continued)
item	SMILES	EBNA-1 inhibitor	Yeast superoxide	Fh CTSL1 inh	HCV core dimer	TPT1 inh	JMJD2C inh	ZTA DNA inh	PP5 inh	PP1 counter
21	CC(C)c1nc(SCC(=O)Nc2ccc([N+](=O)[O-])cc2Br)n[nH]1	1	98	-2	0	3	-3	0	-0.6	-2
22	O=C(Sc1ccc(Cl)cc1)c1cccc(Cn2cc(C(F)(F)F)ccc2=O)c1	-10	96	-1	5	2	-6	9	-1.4	-3
23	CCn1c(COc2ccc(=O)n(-c3ccccc3)n2)nnc1SCc1ccccc1C	5	103	4	-10	-4	-4	-5	0.5	1
24	Cc1ccc(NS(=O)(=O)c2cc(C(=O)NCCSc3ccc(C)cc3)ccc2C)cc1	-4	98	-1	2	3	-10	-14	7.6	-1
25	CCOC(=O)N1CCN(C(=O)NC23CC4CC(CC(C4)C2)C3)CC1	9	108	3	-9	-7	6	9	0.4	-2
26	COc1ccc(C(=O)C2CCCN(Cc3cnc(N4CCCC4)s3)C2)cc1OC (stereo not drawn)	-5	105	-10	-9	2	-14	-5	4.9	0
27	O=C(COC(=O)CSc1cc(Cl)ccc1Cl)NCc1ccc2c(c1)OCO2	-4	118	-16	-6	2	-10	-5	4.8	3
28	CCc1nnc(NC(=O)c2cc3c(s2)CCCCC3)s1	0	88	1	3	-3	-22	-3	1.2	-3
29	CCCc1noc(-c2ccc(-c3ccccc3)cc2)n1	-6	105	-1	-5	-7	-3	-12	2.4	-4
30	O=C(O)C1(c2ccccc2)CCC(Nc2ccccc2)C1 (stereo not drawn)	10	101	-3	-6	2	1	-4	-0.1	-4
31	O=C(Oc1ccc(Br)cc1)c1cncc(Br)c1	1	86	-4	0	-2	8	0	-2.0	-2
32	O[C@@H]1[C@@H](O)C=C2CCN3Cc4cc5c(cc4[C@H]1C23)OCO5 (stereo partly drawn)	2	96	-1	5	0	.	13	-1.5	-2
33	COc1cccc(C(=O)NC2CCN(CC(=O)Nc3nccs3)CC2)c1	2	100	1	-6	-1	1	-15	-2.2	2
34	NC(=O)N/N=C/c1sc(=O)n(-c2ccccc2)c1Cl	7	74	-1	4	39*	-10	17	-2.9	-6
35	Cc1ccc(CNC(=O)CCC(=O)N2CC(C)Oc3ccc(Cl)cc32)cc1 (stereo not drawn)	8	93	6	-5	-5	8	7	0.3	4
36	COC(=O)C1=CO[C@@H](C)[C@H]2CN3CCc4c([nH]c5ccccc45)[C@@H]3C[C@H]12	4	97	3	-5	-2	.	-14	-0.9	1
37	Cc1ccc(OCC(=O)Nc2nnc(-c3ccco3)s2)cc1	-13	108	-3	2	3	0	-4	-1.5	5
38	CCCCN1C(=O)/C(=C/C=C2\N(C)c3ccccc3C2(C)C)SC1=S	-15	93	5	3	196*	45	-9	1.0	-3
39	CC1(C)CC[C@]2(C(=O)O)CC[C@]3(C)C(=CCC4[C@@]5(C)CC[C@H](O)C(C)(C)C5[C@H](O)C[C@]43C)[C@@H]2C1 (stereo partly drawn)	4	100	-4	5	-3	0	3	0.3	-7
40	COc1ccccc1/C=N/NC(=O)CC(=O)NCCc1ccccc1	8	84	0	6	4	10	7	-3.2	-4
41	O=C(c1ccc(Cl)s1)N1CCCC(N2CCN(c3ccc(F)cc3)CC2)C1 (stereo not drawn)	8	109	0	12	-1	9	-1	3.6	0
42	COc1cccc(N=c2oc3cc(O)ccc3cc2C(=O)NCC2CCCO2)c1 (stereo not drawn)	-1	102	0	7	14	1	1	-0.6	-5
43	CC#CCN1c2ccccc2[C@]23C[C@@H](C(=O)OC)N(C(=O)NC(C)(C)C)C2=NC(C(=O)OC)=C(C(=O)OC)[C@H]13	-8	92	0	24	-1	0	-2	3.0	6
44	c1cncc(C(c2nnnn2C2CCCCC2)N2CCN3CCCC3C2)c1 (stereo not drawn)	3	117	1	3	2	-20	6	0.1	-3
45	O=C(NCCc1nnc2ccc(SCC(=O)N3CCCC3)nn12)c1ccccc1	-12	108	-3	-8	-6	-11	2	3.8	-3
46	O=C(N/N=C/c1ccncc1)NC12CC3CC(CC(C3)C1)C2	4	102	-2	4	-4	6	-6	-0.2	-1
47	O=C(CN(Cc1ccccc1)S(=O)(=O)c1ccccc1)N/N=C/c1ccc([N+](=O)[O-])cc1	4	96	6	12	2	-2	10	2.8	1
48	COC(=O)c1cn(C(=O)OC)c2ccccc12	-7	109	-1	-1	-1	-12	-2	-0.7	0
49	Cc1ccc(S(C)(=O)=O)cc1C(=O)NC(C)C1CC2CCC1C2 (stereo not drawn)	5	97	-1	0	5	22	17	-3.4	-2
50	O=S(=O)(c1ccc(Cl)cc1)N1CCN(C2CCN(Cc3ccccc3)CC2)CC1	7	91	-1	0	-3	-21	4	1.3	0
51	O=C(/C=C/c1ccc(F)cc1)Nc1ccc2[nH]c(=O)[nH]c2c1	-5	94	0	-2	-2	-6	-1	-0.4	0
52	CN(C)CCCNC(=O)c1ccc(Oc2ccccc2)cc1	-7	100	-8	-4	1	26	-2	2.0	-8
53	Cc1nonc1CC(=O)N1CCCC(C(=O)c2cccc(C(F)(F)F)c2)C1 (stereo not drawn)	10	94	-1	4	2	7	3	0.8	-2
54	C=CCn1c(SCC(=O)Nc2ccc3c(c2)OCCO3)nc2cc(C(=O)O)ccc2c1=O	.	92	.	.	.	1	4	0.1	-6
55	COc1ccc(NC(=O)CNC(=O)c2ccco2)cc1	-2	97	1	-8	-2	2	-9	2.7	-4
56	CC(C)[C@H](NC(=O)NCCc1ccc(Cl)cc1)C(=O)O	-6	112	9	-1	-5	10	-5	-0.8	1
57	Cc1cccc(C)c1NC(=O)CNC(=O)c1ccc2ccccc2n1	.	113	.	.	.	4	4	-1.7	-3
58	COC(=O)COc1cc2ccccc2cc1C(=O)Nc1ccccc1	2	126	3	25	0	4	1	1.9	-4
59	C#CCNc1nc(CC)nc2c1nnn2Cc1ccccc1F	11	97	3	6	-5	1	16	-0.4	0
60	C=CCNC(=O)c1cnc(-c2ccccc2)nc1-c1ccccc1	0	82	-1	-5	-6	-4	-11	0.5	-2
61	CCOC(=O)c1ccc(NC(=O)C2(c3ccc(OC)cc3)CCOCC2)cc1	4	117	0	-4	-5	6	-7	0.8	-3
62	CCCn1c(SCC(=O)c2ccc3c(c2)OCCO3)nnc1-c1ccco1	-5	100	-7	6	-4	.	-1	-1.4	1
63	CCC(C)NC(=O)CSc1nnc(-c2c[nH]c3ccccc23)o1 (stereo not drawn)	-11	95	-5	1	1	-10	-7	1.1	0
64	CCOC(=O)C1CCN(Cc2ccccc2C(F)(F)F)CC1	2	86	-1	-2	-1	-14	0	2.0	-4

Source: PubChem (several laboratories)
